# Source: PubChem BioAssay
# LAP4 TOR yeast: yeast TOR pathway LAP4-GFP modulation; S. cerevisiae LAP4-GFP multiplex, flow cytometry GFP, 3 h; median GFP as percent of DMSO wells; hit rate 0.34% among 320,000; GFP response vs DMSO, % at 10 µM;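 active = GFP response vs DMSO above a set limit, about the screen mean plus 3 SD, cut at about 150% in these data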
# GRK2 aptamer HTS: blocks RNA aptamer binding to human GRK2; P25098; bead flow cytometry, FAM-aptamer displacement from GRK2; inhibition of aptamer binding, % at 10 µM; hit rate 0.59% among 330,000; AID 488847;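 active = inhibition of aptamer binding above 40%, roughly 3 SD of noise, on plates passing a quality check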;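 also: median bead fluorescence of bound FAM aptamer so fluorescent compounds give negative values; no value below 0 was filed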
# Target sequence (P25098 whole entry, looked up): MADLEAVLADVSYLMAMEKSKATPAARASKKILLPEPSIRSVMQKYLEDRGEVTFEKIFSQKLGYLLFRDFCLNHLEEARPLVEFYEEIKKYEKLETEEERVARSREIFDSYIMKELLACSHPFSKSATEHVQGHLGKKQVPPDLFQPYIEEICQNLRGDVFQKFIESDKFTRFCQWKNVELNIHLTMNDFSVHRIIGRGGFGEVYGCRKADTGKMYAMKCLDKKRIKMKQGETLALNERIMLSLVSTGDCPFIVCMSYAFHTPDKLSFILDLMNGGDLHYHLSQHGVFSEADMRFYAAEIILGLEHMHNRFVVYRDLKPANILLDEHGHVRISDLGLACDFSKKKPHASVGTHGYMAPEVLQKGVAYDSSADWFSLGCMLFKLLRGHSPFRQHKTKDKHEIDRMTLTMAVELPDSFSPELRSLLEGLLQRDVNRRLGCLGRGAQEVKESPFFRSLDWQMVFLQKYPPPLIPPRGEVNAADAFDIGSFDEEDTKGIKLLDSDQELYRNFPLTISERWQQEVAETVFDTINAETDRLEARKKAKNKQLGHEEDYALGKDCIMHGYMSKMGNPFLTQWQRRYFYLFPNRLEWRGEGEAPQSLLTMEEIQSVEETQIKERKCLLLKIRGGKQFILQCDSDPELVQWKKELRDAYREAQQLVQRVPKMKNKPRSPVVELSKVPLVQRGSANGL
# MEP2-GFP yeast: modulators of TOR pathway MEP2-GFP in S. cerevisiae | hit rate 0.51% among 330,000 | S. cerevisiae MEP2-GFP strain, flow cytometry GFP, 3 h; 100% = DMSO control level | GFP response vs DMSO, % at 10 µM;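 active = GFP response versus DMSO above a set limit, roughly screen mean plus 3 SD, cut at about 180% in these data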;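 also: median GFP fluorescence of the barcode-gated MEP2-GFP cells per well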
# AGP1 TOR yeast: alters AGP1-GFP fluorescence in TOR pathway yeast screen; S. cerevisiae AGP1-GFP multiplex flow cytometry, 3 h; GFP as percent of DMSO wells; GFP response vs DMSO, % at 10 µM; hit rate 0.02% among 320,000; AID 2066;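 active = GFP response relative to DMSO above a set limit, near screen average plus 3 SD, cut at about 150% in these data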;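 also: median GFP channel fluorescence of the gated AGP1 strain per well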
# RPL19A TOR yeast: alters RPL19A-GFP fluorescence in TOR pathway yeast screen; S. cerevisiae RPL19A-GFP strain, flow cytometry, 3 h; active compounds read low; percent response vs DMSO, % at 10 µM; hit rate 0.3% among 330,000; AID 2025;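 active = percent response vs DMSO below 50%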;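 also: median channel GFP fluorescence of the barcoded RPL19A-GFP strain; ratio of sample median GFP to plate DMSO average so 100% = DMSO; lower means less RPL19A-GFP as with rapamycin TOR inhibition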
# JMJD2C inh: human JMJD2C demethylase inhibition; Q9H3R0; GST-JMJD2C(1-420) H3K9me3 demethylation, DELFIA europium; inhibition, % at 2.35 µM; hit rate 0.069% among 330,000; AID 2099;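 active = more than half of a compound's replicate wells show inhibition beyond 50%, single wells judged on their own value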;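 also: signal counts dimethyl H3K9 product captured on neutravidin plate; 0% = median of DMSO wells and 100% = 0.3 times that DMSO median; strong numbers were not always called active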
# Target sequence (Q9H3R0 1-420 limits assumed): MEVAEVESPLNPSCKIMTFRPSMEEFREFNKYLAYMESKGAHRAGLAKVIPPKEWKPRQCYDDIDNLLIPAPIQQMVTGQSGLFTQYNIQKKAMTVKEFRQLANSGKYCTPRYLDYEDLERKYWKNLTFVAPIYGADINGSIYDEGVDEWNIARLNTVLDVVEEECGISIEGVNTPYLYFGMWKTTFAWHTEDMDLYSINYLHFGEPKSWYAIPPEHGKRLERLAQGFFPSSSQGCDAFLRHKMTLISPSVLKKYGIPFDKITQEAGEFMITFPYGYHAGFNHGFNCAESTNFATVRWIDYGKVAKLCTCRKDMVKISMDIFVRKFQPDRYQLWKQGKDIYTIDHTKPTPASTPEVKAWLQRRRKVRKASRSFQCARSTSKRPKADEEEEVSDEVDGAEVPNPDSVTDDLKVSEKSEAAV
# VLA-4 inh: inhibition in a human VLA-4 binding assay | VLA-4 expressing cells, ligand binding flow cytometry | inhibition, % (about 7 µM as worked out from the volumes in the protocol) | hit rate 0.2% among 330,000; in the data active = inhibition above about 50%
# CIT2 TOR yeast: modulators of TOR pathway CIT2-GFP in S. cerevisiae | S. cerevisiae CIT2-GFP strain, flow cytometry, 3 h; 100 means same as DMSO wells | GFP response vs DMSO, % at 10 µM | hit rate 0.065% among 320,000 | AID 2029;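 active = GFP response relative to DMSO above a set limit, near the screen mean plus 3 SD, cut at about 150% in these data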;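 also: ratio of well median GFP fluorescence to mean of DMSO wells on the plate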
# Starred values were filed as active, the others as inactive; nt = no result given.
SMILES,LAP4 TOR yeast,GRK2 aptamer HTS,MEP2-GFP yeast,AGP1 TOR yeast,RPL19A TOR yeast,JMJD2C inh,VLA-4 inh,CIT2 TOR yeast
Cc1ccc(C(=O)N2CCc3cc4c(cc3C2C)OCCCO4)cc1 (stereo unspecified),106,0,107,99,93,11,24,104
CCc1ccc(-c2nn(Cc3ccccc3)cc2C(=O)NCC2CCCO2)cc1 (stereo unspecified),89,7,96,93,93,0,-1,92
O=C(CSc1nc2[nH]ncc2c(=O)[nH]1)c1ccc(Cl)cc1,93,0,105,105,103,75,20,108
O=C(NCc1nc(-c2ccccc2)no1)c1cccs1,107,0,99,101,99,12,8,93
COc1ccc(NC(=O)CN2C(=O)COc3ccc(S(=O)(=O)N4CCOCC4)cc32)c(OC)c1,102,0,97,104,99,0,0,98
Oc1ccc(/C=N/NC(=S)N2CCOCC2)cc1,99,2,105,105,106,11,16,98
O=C(CCc1nnc(CCCc2ccccc2)o1)NCCc1ccco1,91,0,101,98,102,-2,4,102
CCOc1ccccc1NC(=O)c1nc[nH]c1C(=O)Nc1ccccc1OCC,100,2,101,96,103,1,14,95
COC(=O)C1CCN(C(=O)COC(=O)c2ccc3[nH]c4c(c3c2)CCCC4)CC1,102,0,95,104,96,0,-16,90
Cc1occc1-c1nnc(SCC(=O)Nc2ccccc2)n1CCc1ccccc1,104,0,104,100,95,-1,2,100
Cc1ccc(C(O)c2nccn2C)o1 (stereo unspecified),98,0,97,95,95,0,-24,97
COc1ccc(NC(=O)C2CCN(C(=O)NC3CCCCC3)CC2)c(OC)c1,107,0,101,107,105,4,-15,100
Cc1cc(/C=N/NS(=O)(=O)c2ccc(F)c(Cl)c2)no1,114,2,102,111,97,1,16,101
COc1ccc(C(=O)Nc2ccccc2C(=O)Nc2cccnc2)cc1,94,1,99,98,97,-4,8,90
COc1cccc(/C=N/NC(=O)C[n+]2ccccc2)c1O,98,1,99,103,98,4,23,97
C#CCOCCOCCOCCNc1nc(N2CCN(C(=O)[C@H](CCC(=O)O)n3cc(C(N)Cc4ccc(O)cc4)nn3)CC2)nc(N2CCN(C(=O)[C@H](CCC(=O)O)n3cc(C(N)[C@H](C)CC)nn3)CC2)n1 (stereo partly specified),98,0,102,94,100,4,-25,96
COc1cc(OC)cc(C(=O)N2CCN(C(=O)c3cccnc3)CC2)c1,87,1,93,100,99,-5,8,102
O=C(CSc1nnnn1-c1ccccc1)NC(=O)Nc1ccc2c(c1)OCCO2,97,0,101,104,106,1,-17,112
Cc1nn(-c2ccccc2)c2c1C1(C(=O)N(C(C)C)c3ccccc31)C(C#N)=C(N)O2 (stereo unspecified),102,0,100,94,100,-4,10,97
CC1=C(C)CC(C(=O)c2ccc(C)cc2)C(C(=O)O)C1 (stereo unspecified),nt,2,90,93,94,-9,-5,91
O=S(=O)(Nc1nc2ccccc2nc1Cl)c1ccccc1C(F)(F)F,110,3,102,95,102,6,2,91
O=C(N/N=C/C(Cl)=C\c1ccccc1)c1cccs1,117,0,95,101,100,-9,2,92
N#Cc1nc(Cc2ccccc2)oc1N1CCC(C(N)=O)CC1,102,0,98,102,98,1,17,99
Cc1ccc(C(=O)N2CCCCCC2)cc1S(=O)(=O)N1CCOCC1,80,1,95,93,111,-1,-2,nt
Cc1cccc(N=C2NC(=O)/C(=C/c3cccn3C)S2)c1C,109,0,87,93,94,4,-5,90

# Limited to MEP2-GFP yeast, VLA-4 inh and AGP1 TOR yeast (2 entries from above):
SMILES	MEP2-GFP yeast	VLA-4 inh	AGP1 TOR yeast
O=C(NCc1nc(-c2ccccc2)no1)c1cccs1	99	8	101
COc1ccc(NC(=O)CN2C(=O)COc3ccc(S(=O)(=O)N4CCOCC4)cc32)c(OC)c1	97	0	104

# Other compounds
SMILES,LAP4 TOR yeast,GRK2 aptamer HTS,MEP2-GFP yeast,AGP1 TOR yeast,RPL19A TOR yeast,JMJD2C inh,VLA-4 inh,CIT2 TOR yeast
O=C(NCC1CC1)Nc1cccs1,100,0,87,104,92,14,22,100
O=c1cc(-c2cccc(Br)c2)nc(-c2ccccc2F)o1,122,3,99,82,99,5,19,86
COc1ccc(C(CNC(=O)C(C)Oc2ccc(Br)cc2)N2CCCCC2)cc1 (stereo unspecified),96,0,94,100,95,1,-4,98
N#CC1=C(N)Oc2n[nH]c(-c3cccs3)c2C1C1C=CCCC1 (stereo unspecified),nt,1,99,96,97,-31,8,96
CCNC(=S)NNC(=O)c1cccnc1,96,1,99,101,97,1,-4,98
O=C(Nc1ccc(Br)cc1)c1ccc(Br)c(S(=O)(=O)Nc2cccnc2)c1,96,2,107,99,109,-5,13,101
COc1ccc(NC(=S)NNC(=O)Cn2nc([N+](=O)[O-])cc2C)cc1,110,0,117,103,103,22,-1,105
COc1ccc2oc(C(=O)NCC(Cc3ccccc3)N(C)C)c(C)c2c1 (stereo unspecified),92,0,97,93,95,-5,-1,92
Cc1oc(-c2ccccc2)nc1Cn1cccc1C1=NC(c2ccccc2)CO1 (stereo unspecified),97,4,95,92,94,-3,-34,90
O=C(Cc1ccccc1F)Nc1nc(-c2ccc(F)cc2)cs1,100,0,92,84,92,2,22,84
Cc1cccc(C(=O)c2cn[nH]c2-c2ccccc2O)c1,97,0,108,98,104,14,-2,106
Cc1ccc(OC(=O)c2ccccc2C(=O)OCC(F)(F)C(F)F)cc1,102,2,107,100,100,6,-8,101
Cn1c(COc2ccc(Cl)cc2Cl)nnc1SCC(=O)NCC1CCCO1 (stereo unspecified),88,nt,98,92,94,8,-3,90
Cn1ccs/c1=N\S(=O)(=O)c1ccc(Br)cc1,nt,3,83,84,89,7,-7,80
O=C1CCCC(O)=C1C1C2=C(CCCC2=O)OC2=C1C(=O)CCC2,96,0,95,101,99,5,2,93
COc1ccc(OC)c(C(C)NC(C)=O)c1 (stereo unspecified),92,0,100,97,100,5,-12,101
COc1ccccc1CNc1ncccc1[N+](=O)[O-],122,2,109,97,101,0,4,88
CCOC(=O)C1CCN(C(=O)COC(=O)c2ccc3c(c2)C(=O)N(c2ccc(OCC)cc2)C3=O)CC1,94,0,106,94,104,2,-1,91
O=C(COC(=O)C1CCN(c2ccc(C(F)(F)F)cn2)CC1)Nc1cc(F)ccc1F,101,0,81,93,94,0,-2,93
CN(C)C(=O)COc1ccc(Br)cc1,97,2,103,99,105,13,-2,107
COc1cccc(OCC(O)CN2CCN(CCO)CC2)c1 (stereo unspecified),97,0,104,98,98,-6,-28,95
O=c1cc(N2CCN(c3cccc(Cl)c3)CC2)[nH]c(=O)n1C1CCCCC1,104,0,110,nt,100,7,9,105
CC1CCCC(C)N1CCCNC(=O)Cn1c(=O)c2cccn2c2cccnc21 (stereo unspecified),97,0,97,98,98,9,7,101
CCc1nc2ccccc2n1CC(=O)N1CCN(S(=O)(=O)c2cccc(C(F)(F)F)c2)CC1,102,0,108,100,101,7,-2,102
Cc1cc(C)n(-c2ccc(C(=O)OCC(=O)Nc3cc(S(C)(=O)=O)ccc3Cl)cc2)n1,106,2,95,95,93,18,2,92

# 12 of these compounds, reformatted.
molecule	LAP4 TOR yeast	GRK2 aptamer HTS	MEP2-GFP yeast	AGP1 TOR yeast	RPL19A TOR yeast	JMJD2C inh	VLA-4 inh	CIT2 TOR yeast
O=C(NCC1CC1)Nc1cccs1	100	0	87	104	92	14	22	100
O=c1cc(-c2cccc(Br)c2)nc(-c2ccccc2F)o1	122	3	99	82	99	5	19	86
COc1ccc(C(CNC(=O)C(C)Oc2ccc(Br)cc2)N2CCCCC2)cc1 (stereo unspecified)	96	0	94	100	95	1	-4	98
N#CC1=C(N)Oc2n[nH]c(-c3cccs3)c2C1C1C=CCCC1 (stereo unspecified)	nt	1	99	96	97	-31	8	96
CCNC(=S)NNC(=O)c1cccnc1	96	1	99	101	97	1	-4	98
O=C(Nc1ccc(Br)cc1)c1ccc(Br)c(S(=O)(=O)Nc2cccnc2)c1	96	2	107	99	109	-5	13	101
COc1ccc(NC(=S)NNC(=O)Cn2nc([N+](=O)[O-])cc2C)cc1	110	0	117	103	103	22	-1	105
COc1ccc2oc(C(=O)NCC(Cc3ccccc3)N(C)C)c(C)c2c1 (stereo unspecified)	92	0	97	93	95	-5	-1	92
Cc1oc(-c2ccccc2)nc1Cn1cccc1C1=NC(c2ccccc2)CO1 (stereo unspecified)	97	4	95	92	94	-3	-34	90
O=C(Cc1ccccc1F)Nc1nc(-c2ccc(F)cc2)cs1	100	0	92	84	92	2	22	84
Cc1cccc(C(=O)c2cn[nH]c2-c2ccccc2O)c1	97	0	108	98	104	14	-2	106
Cc1ccc(OC(=O)c2ccccc2C(=O)OCC(F)(F)C(F)F)cc1	102	2	107	100	100	6	-8	101

# Following part.
SMILES,LAP4 TOR yeast,GRK2 aptamer HTS,MEP2-GFP yeast,AGP1 TOR yeast,RPL19A TOR yeast,JMJD2C inh,VLA-4 inh,CIT2 TOR yeast
CC(=O)c1ccc(NS(=O)(=O)c2ccc(N)cc2)cc1,94,1,94,99,94,5,7,98
O=C1c2cnc3nc(SCc4ccccc4)nn3c2CC2c3ccccc3CCN12 (stereo unspecified),81,0,113,99,113,3,-21,130
COC(=O)[C@@]12CCCN1[C@H](c1ccc(-c3ccc(OC)cc3)c(OC)c1)[C@@H]1C(=O)N(C)C(=O)[C@@H]12,96,2,104,103,102,-4,31,99
Cc1ccc(NC(=O)CSC2=NCCN2)cc1,93,0,94,93,93,14,8,84
O=C(CN1C(=O)C2CC=CCC2C1=O)Nc1nc2ccc(F)cc2s1 (stereo unspecified),102,0,92,105,96,1,3,90
CC(C)(C)NC(=O)N1CCN(c2nc3ccc(Cl)cc3s2)CC1,123,1,118,89,100,1,-16,91
COc1cccc(/C=N/n2c(-c3n[nH]c4c3CCC4)n[nH]c2=S)c1O,110,0,118,120,86,3,4,116
COCCNc1c2c(nc3c(-c4ccccc4)c(C)nn13)CCC2,108,3,98,103,95,nt,-2,97
CCCC(=O)Nc1cc(-c2nn(C)c(=O)c3ccccc23)ccc1OC,104,1,98,96,91,-5,4,91
COc1ccc(OCC(=O)Nc2cccc(C(=O)Nc3ccccc3C(=O)O)c2)cc1,89,2,94,101,106,-16,6,97
COc1ccc(N)cc1-n1c(C)ccc1C,93,0,100,95,94,61,-8,92
CN(C(=S)NC1=CCS(=O)(=O)C1)C1CCCCC1,90,3,95,92,91,3,10,89
Clc1ccc(C[n+]2cc(-c3ccccc3)n3c2CCCCC3)c(Cl)c1,116,0,93,102,99,0,21,96
CN(Cc1cccnc1)C(=O)c1cc(COc2ccc3ncccc3c2)on1,83,0,89,84,91,-3,4,92
O=C(CSc1nnc2c(n1)[nH]c1ccc(F)cc12)NC1CC1,92,2,97,100,96,-6,20,106
CCCCCCc1ccc(N2C[C@H](CCCCC)[C@@H](CC(=O)NCc3ccc(OC)cc3)C2=O)cc1,136,0,103,101,111,-8,2,122
CN(C(=O)COC(=O)c1ccc2c(c1)OCCO2)c1ccccc1,102,0,91,93,96,2,4,91
CCOc1ccc(C)cc1S(=O)(=O)NC1CCCCCC1,103,1,98,103,97,-6,-2,103
COc1ccc2c(c1)c(=O)c(C(=O)c1ccc(Cl)cc1)cn2CC(=O)Nc1ccc(F)cc1,91,0,91,104,103,-3,28,87
Cc1ccccc1OCCC(=O)OCC(=O)Nc1c(F)cccc1F,108,1,94,101,100,0,3,104
Cc1ccc(-n2ccnc2SCC(=O)N(CC(C)C)C2CCS(=O)(=O)C2)c(C)c1 (stereo unspecified),99,0,106,114,101,2,-9,110
O=C(CN1CCOCC1)Nc1nc2ccc(Br)cc2s1,97,1,96,95,100,-2,7,92
O=C(O)CCC(=O)NCCc1cccc(Cl)c1,119,0,104,113,106,-8,19,109

# Compounds were not picked by outcome (roughly 1.7% active in at least one column).
